# Rac1 wt GTP bind: human Rac1 wildtype GTP binding, inhibitors and activators; AID 757; P63000; hit rate 0.27% among 190,000; GST-Rac1 beads, fluorescent GTP binding, flow cytometry; actives lie on both sides; 0 = cold GTP competed, 100 = untreated; GTP binding activity (% of control), % at 10 µM;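 active means GTP binding activity at least 20 points away from the 100% control level, either lower or higher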
# Mcl1-Noxa inh: disrupts binding of human Mcl-1 to Noxa peptide; Q07820; TR-FRET Mcl-1/Noxa peptide binding, 2 h; inhibition, % at 21.7 µM; hit rate 1.5% among 220,000;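 active means compounds that cut the protein-peptide binding signal by more than 50% relative to plate controls in a single-dose test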;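 further: His-tagged Mcl-1 with rhodamine Noxa BH3 peptide and terbium anti-His antibody; 0% = Mcl-1 plus Noxa peptide wells and 100% = peptide-only wells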
# Target sequence (Q07820 whole entry, looked up): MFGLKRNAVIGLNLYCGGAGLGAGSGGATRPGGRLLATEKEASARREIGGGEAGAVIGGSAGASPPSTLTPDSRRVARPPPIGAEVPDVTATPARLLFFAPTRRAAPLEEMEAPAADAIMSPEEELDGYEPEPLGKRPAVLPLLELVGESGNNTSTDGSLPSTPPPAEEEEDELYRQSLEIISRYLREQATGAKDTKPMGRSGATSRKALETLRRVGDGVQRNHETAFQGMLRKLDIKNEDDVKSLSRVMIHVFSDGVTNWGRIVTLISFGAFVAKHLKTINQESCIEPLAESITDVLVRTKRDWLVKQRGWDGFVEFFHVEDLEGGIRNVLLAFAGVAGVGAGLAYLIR
# Rac1 act GTP bind: modulators of GTP binding to human Rac1 activated mutant. P63000. GST-Rac1 activated beads, fluorescent GTP binding, flow cytometry; actives lie on both sides; 100% means binding = to untreated wells. percent activity (GTP binding), % at 10 µM. hit rate 0.11% among 190,000. AID 764;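 active means GTP binding at least 20 percentage points away from the 100% baseline, in either direction, so actives lie on both sides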
# Cdc42 wt: modulators (inhibitors or activators) of GTP binding to human Cdc42 wildtype | AID 761 | GST-Cdc42 beads, Bodipy-GTP binding, flow cytometry; actives lie on both sides | hit rate 0.2% among 190,000 | percent activity (GTP binding), % at 10 µM | P60953;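 active means percent activity GTP binding at least 20 points away from the 100% baseline, either down as inhibitor or up as activator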;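 further: median bead fluorescence of bound Bodipy-FL-GTP at 100 nM; 0% = excess unlabeled GTP control and 100% = no compound control; below 100% means less GTP binding so inhibitor and above means activator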
# Target sequence (P60953 whole entry, looked up): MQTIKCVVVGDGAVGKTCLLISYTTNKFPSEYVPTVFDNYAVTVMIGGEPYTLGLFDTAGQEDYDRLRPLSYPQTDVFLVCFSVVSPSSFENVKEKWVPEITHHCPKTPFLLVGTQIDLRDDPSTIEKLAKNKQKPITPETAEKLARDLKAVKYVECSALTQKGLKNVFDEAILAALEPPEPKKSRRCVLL
# Rab7 wt GTP bind: alters GTP binding to wildtype dog Rab7 | hit rate 0.055% among 190,000 | GST-Rab7 beads, fluorescent GTP binding, flow cytometry; actives lie on both sides; untreated = 100%, excess cold GTP = 0% | GTP binding activity (percent of control), % at 10 µM | AID 758;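 active means fluorescent GTP binding to Rab7 beads changed by at least 20 points from the 100% baseline, either direction, mostly lower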;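 further: median green fluorescence of bound Bodipy-FL-GTP per Rab7 bead population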
# HRas wt GTP bind: modulators of GTP binding to human HRas wildtype; GST-Ras wt beads, Bodipy-FL-GTP binding, flow cytometry; actives lie on both sides; P01112; AID 759; hit rate 0.14% among 190,000; GTP binding activity, % at 10 µM;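 active means GTP binding activity at least 20% away from the 100% baseline, either lowered as inhibitor or raised as activator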;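 further: 0% = unlabeled GTP competition control and 100% = no-compound control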
# Target sequence (P01112 whole entry, looked up): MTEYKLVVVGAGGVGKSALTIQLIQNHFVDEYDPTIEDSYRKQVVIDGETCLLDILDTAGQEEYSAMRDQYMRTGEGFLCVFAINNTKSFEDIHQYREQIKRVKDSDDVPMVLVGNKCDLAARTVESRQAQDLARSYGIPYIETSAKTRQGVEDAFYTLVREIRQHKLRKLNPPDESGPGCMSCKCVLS
# Mcl1 Bid PPI: Mcl-1/Bid interaction inhibition | hit rate 0.97% among 220,000 | inhibition, % at 21.7 µM | Q07820 | TR-FRET Mcl-1/Bid-Dy647 peptide binding, 1536-well;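 active means compounds that cut the binding signal by more than half at the single screening dose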;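 further: His-tagged Mcl-1 with europium anti-His antibody binding Bid BH3 peptide; 0% = Mcl-1 plus peptide wells and 100% = peptide-only wells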
# Pf gametocyte: kills late stage P. falciparum gametocytes. P. falciparum stage V gametocytes, ATP luminescence, 24 h. inhibition, % at 10.9 µM. hit rate 0.065% among 150,000. AID 743093;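 active means inhibition above the mean plus 3 SD of compounds within the control limits, set per campaign, cut at about 38% in these data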;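 further: 0% = DMSO wells and 100% = medium only without gametocytes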
# RGS8-Gao: human RGS8-Galphao interaction regulation | multiplexed bead flow cytometry, RGS8-Galphao binding; actives lie on both sides | response (percent of control binding), % at 10 µM | hit rate 0.34% among 220,000 | AID 1423; in the data active means response below about 60% or above about 140%; inactive means in between;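 further: Galphao activated as the GDP aluminium fluoride complex binding bead-coupled RGS8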
# Target sequence (P09471 whole entry, looked up): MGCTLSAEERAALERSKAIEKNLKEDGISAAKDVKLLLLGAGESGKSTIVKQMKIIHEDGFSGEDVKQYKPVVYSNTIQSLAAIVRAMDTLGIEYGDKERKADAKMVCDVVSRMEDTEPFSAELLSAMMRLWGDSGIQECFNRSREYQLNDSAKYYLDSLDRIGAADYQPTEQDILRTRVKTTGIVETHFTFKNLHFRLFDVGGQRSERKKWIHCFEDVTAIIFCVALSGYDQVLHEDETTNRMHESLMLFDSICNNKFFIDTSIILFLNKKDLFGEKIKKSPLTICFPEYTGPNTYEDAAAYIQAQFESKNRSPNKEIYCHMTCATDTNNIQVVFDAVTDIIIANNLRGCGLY
# Rab2 wt GTP: changes GTP binding to wildtype dog Rab2A, up or down | P61105 | GST-Rab2 wt beads, Bodipy-GTP binding, flow cytometry | GTP binding activity, % at 10 µM | hit rate 0.19% among 190,000;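 active means GTP binding activity at least 20 points away from 100%, either lowered or raised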;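 further: 0% = beads with excess unlabeled GTP and 100% = no-compound control corrected for plate trend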
# Bim-Mcl-1: disrupts Bim peptide binding to human Mcl-1 | Q07820 | Bead-based flow cytometry, Bim peptide-Mcl-1 binding | inhibition, % at 10 µM | hit rate 0.1% among 190,000 | AID 1009; in the data active means inhibition above about 40%;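 further: 0% = no compound tracer wells and 100% = peptide blocker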
# * marks the source's active call; other numbers are inactive results; . = not tested or not shown; & = joins results of further samples; [ ] = another dose, or the depositor's remark.
SMILES,Rac1 wt GTP bind,Mcl1-Noxa inh,Rac1 act GTP bind,Cdc42 wt,Rab7 wt GTP bind,HRas wt GTP bind,Mcl1 Bid PPI,Pf gametocyte,RGS8-Gao,Rab2 wt GTP,Bim-Mcl-1
Cc1c(C(=O)NC(=S)Nc2ccccc2N2CCCC2)cccc1[N+](=O)[O-],105.0,18.2,100.0,99.0,102.0,100.0,-81.7,-35.7,106.2,101.0,0.0
CCCCCn1c(CCNC(=O)c2cccs2)nc2ccccc21,101.0,11.9,100.0,102.0,100.0,101.0,-0.2,-0.9,101.3,100.0,-1.0
CCNc1nc(NCC)nc(Oc2ccc(OCC)nn2)n1,103.0,5.7,101.0,104.0,98.0,103.0,-11.6,.,100.3,100.0,0.0
COc1cc(/C=N/N=C2/SCC(=O)N2c2ccc(O)cc2)ccc1O,100.0,4.9,96.0,101.0,99.0,95.0,-9.1,14.8,99.6,99.0,0.0
CCN(CC)Cc1cc(C(C)=O)ccc1O,103.0,8.8,100.0,104.0,101.0,102.0,3.0,10.4,101.7,102.0,-2.0
O=C1OCCC1Sc1nnc(-c2ccccc2)o1 (stereo unspecified),98.0,-5.8,98.0,96.0,96.0,97.0,-5.8,.,98.3,98.0,-1.0
c1cncc(C(c2nnnn2C2CCCC2)N2CCCC2)c1 (stereo unspecified),98.0,7.3,96.0,98.0,95.0,97.0,-15.2,.,107.7,97.0,-3.0
O=C(Nc1cc(C(F)(F)F)ccc1N1CCOCC1)c1ccc(F)cc1,94.0,4.7,93.0,95.0,99.0,96.0,-10.2,.,101.8,95.0,2.0
COc1ccc(NC2=CC(=O)N(C)C2=O)cc1,105.0,-13.8,101.0,104.0,100.0,101.0,-4.7,7.3,94.3,99.0,-3.0
COc1ccc(Cc2nnc(-c3ccccc3)o2)cc1,102.0,4.4,94.0,100.0,106.0,100.0,-17.2,-19.0,101.7,101.0,1.0
Cc1ccc(NC(=O)CCN2CCN(C/C=C/c3ccccc3)CC2)cc1C,107.0,3.3,101.0,105.0,102.0,102.0,6.0,.,100.8,103.0,-6.0
COC(=O)c1c(NC(=S)NN2CCN(C)CC2)sc2c1CCC(C)C2 (stereo unspecified),103.0,29.8,98.0,98.0,104.0,102.0,-29.1,-3.7,96.1,101.0,-2.0
COc1ccccc1C/C(N)=N/OC(=O)COc1cccc(C)c1,106.0,7.1,100.0,102.0,97.0,103.0,-13.4,.,103.2,102.0,0.0
CCCN(CCC)C(=O)Cc1coc2ccc3ccccc3c12,104.0,-9.4,99.0,103.0,98.0,99.0,-8.1,.,102.5,99.0,0.0
CCN(CC(=O)Nc1ccc2c(c1)OC(F)(F)O2)Cc1nc2ccccc2c(=O)[nH]1,110.0,-18.1,101.0,102.0,102.0,101.0,5.0,.,102.0,101.0,-7.0
COc1cccc(NC(=O)COc2ncnc3sc(C)c(C)c23)c1,97.0,25.0,94.0,97.0,100.0,99.0,-10.2,.,105.3,98.0,-1.0
O=C(Nc1cc(C(F)(F)F)ccc1-n1cncn1)c1ccc(Br)cc1,98.0,-67.5,100.0,98.0,99.0,99.0,32.0,10.1,93.8,99.0,-2.0
COCCCNC(=S)NC1CC2CCC(C1)N2Cc1ccccc1 (stereo unspecified),100.0,5.5,96.0,94.0,93.0,96.0,-62.0,9.1,109.6,96.0,0.0
Cc1noc(C)c1COc1cccc(C(=O)NCCc2c[nH]c3ccccc23)c1,93.0,4.5,95.0,94.0,92.0,95.0,-40.0,4.9,98.9,97.0,-3.0
C(#CCN1CCCC1)CC(c1ccccc1)c1ccccc1,104.0,-4.4,99.0,96.0,101.0,101.0,-13.1,2.3,100.0,98.0,1.0
C/C(=N\NC(=O)C(=O)Nc1ccc(C)cc1)c1ccncc1,102.0,18.7,101.0,99.0,95.0,99.0,-11.1,4.5,99.5,99.0,0.0
COc1ccc(N2C(=O)CC(N3CCN(c4ccc(C(=O)c5cccnc5)cc4)CC3)C2=O)cc1 (stereo unspecified),98.0,14.1,95.0,98.0,95.0,97.0,-12.3,.,104.4,95.0,-1.0
CC(C)NC(=S)NN(c1ccccc1)c1ccccc1,106.0,-2.2,101.0,103.0,102.0,102.0,-60.4,.,98.4,101.0,2.0
O=C(NC1CCCCC1)c1cc([N+](=O)[O-])[nH]n1,127.0*[activator],-14.9,108.0,111.0,109.0,111.0,8.0,-9.5,99.9,109.0,0.0
O=c1c(Cc2c(F)cccc2Cl)c(O)ccn1CCCN1CCOCC1,92.0,-3.5,92.0,93.0,100.0,94.0,-45.2,2.9,100.4,97.0,-1.0
# The list goes on:
SMILES,Rac1 wt GTP bind,Mcl1-Noxa inh,Rac1 act GTP bind,Cdc42 wt,Rab7 wt GTP bind,HRas wt GTP bind,Mcl1 Bid PPI,Pf gametocyte,RGS8-Gao,Rab2 wt GTP,Bim-Mcl-1
COc1ccc(C)cc1S(=O)(=O)NCCC1=CCCCC1,100.0,-2.6,95.0,98.0,98.0,98.0,-8.6,.,102.3,99.0,1.0
Cc1ccc(C(O)(C(=O)NNc2ccc3ccccc3n2)c2ccc(C)cc2)cc1,105.0&102.0,-79.1&-41.5,100.0&99.0,103.0&100.0,101.0&101.0,101.0&100.0,-60.7&-26.3,-7.3&10.8,100.4&101.4,102.0&99.0,-2.0&-3.0
Cc1ccc(NC2=NC(=S)N(CC#N)C23CCCCC3)cc1,106.0,10.4,100.0,102.0,103.0,102.0,-13.0,.,85.9,101.0,-4.0
CCOc1ccc(C2CC(c3ccc(CC)cc3)n3nc(N)nc3N2)cc1 (stereo unspecified),96.0,9.6,94.0,96.0,95.0,98.0,-9.7,.,99.3,96.0,0.0
O=C(NN1C(=O)C2C3C=CC(C4CC34)C2C1=O)c1ccccc1Cl (stereo unspecified),101.0,5.2,98.0,99.0,98.0,99.0,-23.2,9.9,99.1,97.0,-1.0
CCOC(=O)Cn1c(=O)c2c(nc(Br)n2CC(=O)OCC)n(C)c1=O,104.0,5.0,99.0,101.0,101.0,101.0,-24.9,.,101.9,100.0,3.0
COC(=O)/C=C/COc1ccccc1[N+](=O)[O-],100.0,8.3,95.0,97.0,99.0,100.0,-21.2,2.7,96.6,97.0,0.0
COc1ccc(Cc2nnc(SCC(=O)N3CCCC3)o2)cc1,96.0,3.3,93.0,96.0,95.0,95.0,-5.3,.,97.7,94.0,-4.0
Cc1ccnc(N2C(=O)C3C4CC(C(Br)C4Br)C3C2=O)c1 (stereo unspecified),105.0,-10.4,96.0,109.0,100.0,102.0,-13.9,2.4,92.3,99.0,3.0
COC(=O)c1cc(Cl)c(NC(=O)Cc2ccccc2)cc1OC,98.0,-4.2,95.0,96.0,112.0,99.0,-6.3,15.6,98.1,97.0,1.0
Cc1ccc(-c2nn3c(C)nnc3c3ccccc23)cc1S(=O)(=O)NCc1ccco1,108.0,3.5,103.0,103.0,100.0,100.0,-21.2,.,87.9,101.0,-1.0
CN(c1ccc(C(=O)NCc2ccccc2)cc1)S(C)(=O)=O,102.0,-6.4,100.0,100.0,104.0,102.0,-2.4,.,95.0,102.0,-10.0
O=S(=O)(c1ccc(Cl)s1)N1CCN(c2ncccn2)CC1,98.0,23.2,98.0,99.0,99.0,97.0,3.4,17.0,101.2,97.0,0.0
Cn1c(N)c(C(=O)COC(=O)C2(c3ccc(F)cc3)CCCC2)c(=O)n(C)c1=O,99.0,4.2,97.0,101.0,99.0,98.0,-5.7,.,98.7,98.0,-3.0
c1cc(C2CCN(Cc3nc(-c4ccc5c(c4)OCO5)no3)CC2)ccn1,96.0,17.8,92.0,95.0,103.0,94.0,-19.9,23.3,99.7,99.0,0.0
CCOC(=O)C1C(=O)NC(N2CCN(c3ccccc3)CC2)=NC1c1ccccc1 (stereo unspecified),105.0,7.2,99.0,103.0,103.0,102.0,-5.4,.,103.6,101.0,-4.0
O=C(Nc1cccc(Cl)c1)c1cc(S(=O)(=O)NCCc2ccc(Cl)cc2)ccc1F,102.0,24.9,99.0,102.0,98.0,101.0,12.1,16.5,110.0,96.0,1.0
Cc1nn(-c2ccccc2)c2sc(C(=O)N3CCc4ccccc4C3)cc12,113.0,-19.4,99.0,108.0,107.0,109.0,-0.4,.,100.9,106.0,-11.0
O=C(COC(=O)c1cc(S(=O)(=O)N2CCCCC2)ccc1Cl)NCc1ccco1,98.0,8.1,98.0,95.0,98.0,97.0,-1.6,.,100.0,98.0,-3.0
COc1ccc(C(=O)N/C(N)=N/c2nc3ccccc3o2)cc1,100.0,-24.8,98.0,99.0,100.0,100.0,-16.6,.,98.5,100.0,-2.0
CCN(CC)c1ncnc2c1ncn2Cc1c(Cl)cccc1Cl,99.0,-2.8,99.0,98.0,102.0,99.0,0.6,-2.4,113.9,97.0,-1.0
CC1(C)CC2CC(C)(CN2c2ncnc3ccccc23)C1 (stereo unspecified),101.0,5.4,95.0,95.0,99.0,99.0,4.8,.,101.4,99.0,0.0
Nc1ccc(N2CCOCC2)cc1C(F)(F)F,97.0,1.2,94.0,94.0,107.0,96.0,-51.7,2.9,103.7,97.0,0.0
COc1cccc(/C=N\NC(=O)C2=NNC(=O)C2C)c1O (stereo unspecified),103.0,24.1,101.0,104.0,103.0,101.0,-128.0,-60.6,100.1,101.0,19.0
COC(=O)C1=C(C)NC(=O)C1(NC(=O)c1ccncc1)C(F)(F)F (stereo unspecified),95.0,-3.1,94.0,97.0,107.0,97.0,-19.5,-20.5,97.3,99.0,-1.0
# Further entries.
SMILES,Rac1 wt GTP bind,Mcl1-Noxa inh,Rac1 act GTP bind,Cdc42 wt,Rab7 wt GTP bind,HRas wt GTP bind,Mcl1 Bid PPI,Pf gametocyte,RGS8-Gao,Rab2 wt GTP,Bim-Mcl-1
Cc1cc(=O)n2c(sc3ccccc32)c1C#N,93.0,10.8,92.0,92.0,95.0,92.0,10.9,5.5,102.0,93.0,-1.0
CCOc1cc(CNn2c(C)nnc2SCC(=O)NC(C)(C)C)ccc1OCC(=O)NC(C)(C)C,100.0,11.4,99.0,99.0,105.0,102.0,-2.9,.,99.4,100.0,-4.0
CN1CCN(c2ccc(S(=O)(=O)N3CCCCC3)cc2NC(=O)c2ccc3ccccc3c2)CC1,110.0,23.2,102.0,101.0,101.0,102.0,-4.5,.,102.7,101.0,-4.0
Cc1ccc(C2CC(c3cccc(C)c3)n3nc(N)nc3N2)cc1 (stereo unspecified),102.0,2.4,100.0,100.0,98.0,99.0,-30.0,.,102.5,99.0,1.0
O=C(CCc1c[nH]c2ccccc12)NCC1CCCO1 (stereo unspecified),103.0,2.8,99.0,99.0,96.0,98.0,-25.6,.,101.2,98.0,0.0
CCN(CC)S(=O)(=O)N1CCC(C(=O)NC(C)CCc2ccccc2)CC1 (stereo unspecified),104.0,-3.2,101.0,103.0,104.0,103.0,-19.3,.,98.7,103.0,-2.0
Cc1ccccc1-c1nc(Cc2ccc(Cl)cc2)no1,102.0,-17.8,94.0,97.0,100.0,101.0,-17.3,.,100.8,98.0,-2.0
COc1cccc(NC(=O)COc2cccc(-n3cnnn3)c2)c1,93.0,-5.0,92.0,94.0,98.0,97.0,-2.4,-3.7,101.3,97.0,-3.0

# Screening results from PubChem BioAssay.
